Pf apPOL block = Pf-apPOL DNA polymerase inhibition; Recombinant Pf-apPOL, molecular beacon fluorescence, 1.5 h; 210,000 compounds, 0.25% hits; inhibition, % at 10 µM
mHTT CaM bind = mHTT-calmodulin interaction abrogation. P42858. AlphaScreen His-mHTT/GST-CaM binding, luminescence. inhibition, % at 15 µM. 190,000 compounds, 3.6% hits;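 further: 0% = both proteins with DMSO and 100% = one protein alone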
Active calls of the source: *; · = no result given; + = active, no number; & = joins results of further samples. No stated cut-off is given here; in the data, active means inhibition above about 50%; inactive means the rest.

NC(=O)N1CCN(C(=O)c2ccco2)CC1
  Pf apPOL block = 5; mHTT CaM bind = -5

C=CCN1C(=O)SC(CC(=O)Nc2ccc(Br)cc2)C1=O (stereo unspecified)
  Pf apPOL block = -8; mHTT CaM bind = -18

CC(C)Cn1c(=O)c(-c2ccc(C(=O)NC3CC3)cc2)nc2ccccc21
  Pf apPOL block = -6; mHTT CaM bind = 7

CCOc1ccc(C(=O)N2CCN(Cc3noc4ccccc34)CC2)cc1
  Pf apPOL block = -7; mHTT CaM bind = 3

Cc1ccc(C2Cn3nnc(C(=O)N4CCN(c5cccc(C)c5)CC4)c3CO2)cc1 (stereo unspecified)
  Pf apPOL block = -5; mHTT CaM bind = 6

COc1ccc(Br)cc1C(=O)Nc1ccccc1N1CCOCC1
  Pf apPOL block = 1; mHTT CaM bind = -9

Cc1cccc(NS(=O)(=O)c2cc3n(c2)CCCNC3=O)c1C
  Pf apPOL block = 2; mHTT CaM bind = -4

CC1=CC(=O)C=C/C1=N\OC1=C(O/N=C2\C=CC(=O)C=C2C)C(=O)c2ccccc2C1=O
  Pf apPOL block = 6; mHTT CaM bind = +

O=C(O)c1cc(=O)cc(C(=O)O)o1
  Pf apPOL block = ·; mHTT CaM bind = -4

CC(C)COc1ccc(C(=O)Nc2ccc(-c3nc4ncccc4o3)cc2)cc1
  Pf apPOL block = -2; mHTT CaM bind = 4

O=c1nc2oc3ccccc3cc-2c2ccccc12
  Pf apPOL block = ·; mHTT CaM bind = 2

O=C(Cn1ccn(-c2ccc3c(c2)OCO3)c(=O)c1=O)Nc1ccc(Cl)cc1
  Pf apPOL block = -1; mHTT CaM bind = -17

O=C1Nc2c(Br)cc(Br)cc2C1(O)N1CCOCC1 (stereo unspecified)
  Pf apPOL block = -1; mHTT CaM bind = 1

CCc1cc(C(=O)NCc2cccc(F)c2)nc2ccnn12
  Pf apPOL block = -4; mHTT CaM bind = -25

CCC(=O)NCCc1csc(C2CCN(C(=O)c3c(F)cccc3F)CC2)n1
  Pf apPOL block = -1; mHTT CaM bind = -6

COc1ccc(NC(=O)CN2C(=O)C(c3ccccc3)=NC23CCCC3)cc1Cl
  Pf apPOL block = -11; mHTT CaM bind = 8

O=C(Nc1ccc(N2CCOCC2)cc1)c1cc(-c2ccc3c(c2)OCO3)n[nH]1
  Pf apPOL block = 0; mHTT CaM bind = 4

Cc1c(C(=O)Nc2ccccc2)sc(N)c1C(N)=O
  Pf apPOL block = 0; mHTT CaM bind = ·

CC1Cc2nc(SCC(=O)NCC3CCCO3)n(Cc3ccccc3)c(=O)c2S1 (stereo unspecified)
  Pf apPOL block = 10; mHTT CaM bind = -2

CC(C)NC(=O)c1ccc(CN2CCN(c3ccccc3)CC2)o1
  Pf apPOL block = 2; mHTT CaM bind = 3

COc1ccc(CNC(=O)CSc2nc3nc(C)cc(C)n3n2)cc1
  Pf apPOL block = -16; mHTT CaM bind = -3

Cc1ccc(N2C(=O)CC2(C(=O)NC2CCCCC2)c2ccccc2F)cc1 (stereo unspecified)
  Pf apPOL block = -6; mHTT CaM bind = 3

N#Cc1c(N=c2oc3ccc(Br)cc3cc2C(N)=O)sc2c1CCCC2
  Pf apPOL block = 1; mHTT CaM bind = 0

CC1CC(C)CN(S(=O)(=O)c2ccc(F)c(C(=O)Nc3ccc(Cl)cc3F)c2)C1 (stereo unspecified)
  Pf apPOL block = -6; mHTT CaM bind = -11

O=C(NC1CCN(C(=O)c2cccc(F)c2)C1)C1CCC1 (stereo unspecified)
  Pf apPOL block = 4; mHTT CaM bind = 0

COc1ccc2c(c1)C(C)CC(C)(C)N2C(=O)CSc1ncccn1 (stereo unspecified)
  Pf apPOL block = 1; mHTT CaM bind = 4

CCOC(=O)c1cnc(-c2ccccc2)nc1N1CCSCC1
  Pf apPOL block = -19; mHTT CaM bind = -12

CC(C)c1cc(C(C)C)c(S(=O)(=O)NN)c(C(C)C)c1
  Pf apPOL block = ·; mHTT CaM bind = -2

Cc1ccccc1-c1nc2ccccc2o1
  Pf apPOL block = 0; mHTT CaM bind = -44

COc1ccc(C)cc1NS(=O)(=O)c1ccc(NS(=O)(=O)c2ccc(Cl)cc2)cc1
  Pf apPOL block = -9; mHTT CaM bind = 9

CCC(C)c1c(O)nc(SCC(=O)N2CCOCC2)[nH]c1=O (stereo unspecified)
  Pf apPOL block = -2; mHTT CaM bind = -3

Cc1ccc(Oc2nccnc2N2CCCC(C(=O)Nc3ccc(F)cc3)C2)cc1 (stereo unspecified)
  Pf apPOL block = -5; mHTT CaM bind = -2

CN1CCN(CC(=O)N2CC3CCCc4c3n(c3ccc(C5CCCCC5)cc43)C2)CC1 (stereo unspecified)
  Pf apPOL block = -4; mHTT CaM bind = 44

ONC=Nc1nonc1-c1cccnc1
  Pf apPOL block = -6; mHTT CaM bind = ·

CCOc1ccc(NC(=O)N2CCC(c3cc4n(n3)CCCN(CC)C4=O)CC2)cc1
  Pf apPOL block = -4; mHTT CaM bind = -8

CCOc1nccnc1N1CCC(N(C)C(=O)Cc2c(C)noc2C)C1 (stereo unspecified)
  Pf apPOL block = 1; mHTT CaM bind = 6

CCCCNC(=S)N1CCc2cc(OC)c(OC)cc2C1COc1ccc2c(C)cc(=O)oc2c1 (stereo unspecified)
  Pf apPOL block = -4; mHTT CaM bind = -1

Nc1cc(C2CCN(C(=O)c3ccc(F)c(F)c3)CC2)no1
  Pf apPOL block = 3; mHTT CaM bind = -11

Cc1cc(C)nc(NC2=NCC(=O)N2c2ccccc2Cl)n1
  Pf apPOL block = 1; mHTT CaM bind = -5

COc1ccc(C)cc1NC(=O)c1ccc(OC)c([N+](=O)[O-])c1
  Pf apPOL block = -3; mHTT CaM bind = 2

CCOc1cccc2cc(-c3cc(=O)oc4cc(OC(=O)CC)ccc34)c(=O)oc12
  Pf apPOL block = -3; mHTT CaM bind = -3

O=C(C1CCN(Cc2cccnc2)CC1)N(CCc1ccccc1)Cc1ccccc1
  Pf apPOL block = -3; mHTT CaM bind = 31

O=c1c2c(nc(NCCO)n1Cc1ccccc1)-c1ccccc1CC21CCCC1
  Pf apPOL block = -2; mHTT CaM bind = 29

NC(=O)CSC1=NN2CCCC(=O)N=C2S1
  Pf apPOL block = -9; mHTT CaM bind = -1

O=C1OC(c2ccccc2Br)=N/C1=C\c1cccc(Cl)c1
  Pf apPOL block = 6; mHTT CaM bind = 6

O=C(O)CCN1CCn2c3c(c4cc(C5CCCCC5)ccc42)CCCC31 (stereo unspecified)
  Pf apPOL block = 8; mHTT CaM bind = 31

Clc1ccc(C2C=C(c3ccc(Cl)s3)Nc3nnnn32)cc1 (stereo unspecified)
  Pf apPOL block = -16; mHTT CaM bind = -5

CC(=O)Nc1nnc(CCCCn2c(-c3nonc3NC(C)=O)nc3ccccc32)s1
  Pf apPOL block = 3; mHTT CaM bind = -2

COc1ccc(CCNC(=O)CC(C(=O)N2CCc3ccccc32)n2ccnc2)cc1OC (stereo unspecified)
  Pf apPOL block = -5; mHTT CaM bind = 6

O=c1/c(=C/c2ccncc2)sc2n1CN(c1ccc([N+](=O)[O-])cc1)CN=2
  Pf apPOL block = -1; mHTT CaM bind = -2

(cont.)
Value order: Pf apPOL block | mHTT CaM bind
CCc1c(C)c(C#N)c2nc3ccccc3n2c1N1CCN(CCO)CC1
  -3 | -1
CC(=O)c1cccc(NS(=O)(=O)c2ccc3[nH]c4c(c3c2)CCCC4)c1
  0 | 84*
COc1ccccc1CNc1ccc(-c2nc(-c3ccc(C)cc3)no2)cn1
  2 | -7
NC(=O)CSc1cccc2cccnc12
  -3 | 83*
CC(=O)NCCc1csc(C2CCN(C(=O)c3ccc(C)c(C)c3)CC2)n1
  -2 | 26
COc1ccc(CC(=O)NNC(=S)Nc2cccc(SC)c2)cc1OC
  -82 | ·
O=C(NCc1ccncc1)C1CCCN(c2nnc3ccccn23)C1 (stereo unspecified)
  -3 | 2
CC(C)CN1CCN(C(=O)c2ccc(-c3ccsc3)nc2)CC1
  -7 | -2
O=C(Cc1csc(NC(=O)c2ccc(=O)[nH]c2)n1)NCc1ccccc1Cl
  -4 | 3
Fc1ccc(CN2CCCCC2c2nncn2CC2CC2)cc1 (stereo unspecified)
  6 | -1

Individual results from above.
`CCc1c(C)c(C#N)c2nc3ccccc3n2c1N1CCN(CCO)CC1` – Pf apPOL block: -3
`NC(=O)CSc1cccc2cccnc12` – mHTT CaM bind: 83*

Further compounds follow.
Value order: Pf apPOL block | mHTT CaM bind
CC(=O)N1CCC(n2c(C)nc(C(=O)NC3CCN(Cc4ccccc4)CC3)c2C)CC1
  -3 | 19
COc1c(C(C)C)cc(NC(C)=O)cc1C(C)C
  -3 | -1
CCCCCC(=O)Nc1ncc2c(n1)CC(c1cccc(Cl)c1)CC2=O (stereo unspecified)
  -1 | 2
Cc1ccc(CNC(=O)c2oc3ccc(S(=O)(=O)N4CCCCC4)cc3c2C)cc1
  -6 | -10
Cc1ccc(C(O)CNC(=O)Nc2cccs2)o1 (stereo unspecified)
  1 | -4
Cc1c(O)ccc2c(CN3CCN(CC=Cc4ccccc4)CC3)cc(=O)oc12
  0 | 6
CC(C)(C)N=C1Nc2ccccc2CNC12CCN(C(=O)CC1CCCC1)C2 (stereo unspecified)
  -5 | 46
O=C(Nc1cc(-c2nc3ccccc3s2)ccc1Cl)c1cccnc1
  -2 | -5
CC(C)Oc1ccccc1NC(=O)CSc1nc2ccccc2n1C
  -9 | -18
O=[N+]([O-])c1cc(Cc2ccccc2)ccc1O
  7 | 26
Cc1ccc(C)c(NC(NC(=O)c2cc([N+](=O)[O-])cc([N+](=O)[O-])c2)C(Cl)(Cl)Cl)c1 (stereo unspecified)
  2 | 70*
Cc1ccc(N2CC(C(=O)Nc3ccccc3C(C)(C)C)CC2=O)cc1Cl (stereo unspecified)
  -2 | -2
COc1cccc(NC(=O)c2cccc(C)c2)c1
  7 | -5
Cc1ccc(F)c(N2CCC(C(=O)NC(C)c3ccccc3)C2=O)c1 (stereo unspecified)
  -2 | -3
O=C(NCC(F)(F)F)C1CCN(C(=O)c2cc(-c3ccco3)on2)CC1
  6 | 8
CCOc1ccc(NC(=O)C2=C(C)NC(=O)NC2c2ccc([N+](=O)[O-])cc2)cc1 (stereo unspecified)
  2&-3 | -20&3
O=C(C1CCN(c2ccncc2)CC1)N1CCN(c2ccc(Cl)cc2)CC1
  -3 | -5
CCN1C(=O)C(C)(C(=O)NCc2ccc(Br)cc2)Oc2cccnc21 (stereo unspecified)
  -2 | -7
Clc1cccc2c1nc(-c1ccccc1)n1nnnc21
  -2 | -4
O=C(Nc1ccc(-n2nncc2-c2ccccc2)cc1)c1ccco1
  -5 | 5
Cc1cc(C)nc(N=C(N)Nc2c(C)n(C)n(-c3ccccc3)c2=O)n1
  3 | 2
CCCCOc1cc(C)cc2oc(=O)cc(-c3ccccc3)c12
  -5 | -4
Cc1cccc(-c2cc(C(=O)N3CCCC3C(=O)N3CCCC3)no2)c1 (stereo unspecified)
  -2 | 7
Cc1cc2[nH]c(C(=O)Nc3cc(F)c(F)c(F)c3)c(CN(C)C)c2s1
  4 | 9
O=S(=O)(C1CC1)N1CCc2[nH]ncc2C1
  -7 | -4
O=S(=O)(NCCc1ccccc1)c1ccc(Cl)cc1
  0 | -7
COc1ccc(NC(=O)c2c(F)c(F)c(F)c(F)c2F)c(OC)c1
  1 | -5
O=C(Cc1c(C(=O)O)[nH]c2ccc(Cl)cc12)NCCc1ccc(Cl)cc1
  -2 | 0
Cc1nc(-c2cccnc2)nc2c1CCC(=O)N2CCCN(C)C
  -4 | 1
O=C(C1=C(O)C(=O)N(CCCn2ccnc2)C1c1cccnc1)c1ccco1 (stereo unspecified)
  6 | 5
CCOc1cc(C)cc2oc(=O)cc(-c3ccccc3)c12
  0 | -10
Cc1ccc(-n2nc3c(c2NC(=O)c2ccc(F)cc2)CSC3)c(C)c1
  57* | 28
COc1ccccc1C(=O)N1CCCC1COc1ccc(C(=O)N2CCOCC2)cc1 (stereo unspecified)
  20 | 5
CCCCOc1ccc(C(=O)Nc2c3c(nn2-c2ccc(OC)cc2)CS(=O)(=O)C3)cc1
  -7 | -1
O=C(c1ccco1)N1CCN(C/C=C/c2ccccc2)CC1
  -8 | -1
CCN(CC)C(=O)c1cccnc1Oc1ccc(Cl)cc1
  0 | -6
CSc1ccc(C(=O)NC(=O)Nc2cc(C)on2)s1
  -1 | ·

By substructure: the entries above containing an aryl methoxy group.
Value order: Pf apPOL block | mHTT CaM bind
COc1ccc(Br)cc1C(=O)Nc1ccccc1N1CCOCC1
  1 | -9
COc1ccc(NC(=O)CN2C(=O)C(c3ccccc3)=NC23CCCC3)cc1Cl
  -11 | 8
COc1ccc(CNC(=O)CSc2nc3nc(C)cc(C)n3n2)cc1
  -16 | -3
COc1ccc2c(c1)C(C)CC(C)(C)N2C(=O)CSc1ncccn1 (stereo unspecified)
  1 | 4
COc1ccc(C)cc1NS(=O)(=O)c1ccc(NS(=O)(=O)c2ccc(Cl)cc2)cc1
  -9 | 9
CCCCNC(=S)N1CCc2cc(OC)c(OC)cc2C1COc1ccc2c(C)cc(=O)oc2c1 (stereo unspecified)
  -4 | -1
COc1ccc(C)cc1NC(=O)c1ccc(OC)c([N+](=O)[O-])c1
  -3 | 2
COc1ccc(CCNC(=O)CC(C(=O)N2CCc3ccccc32)n2ccnc2)cc1OC (stereo unspecified)
  -5 | 6
COc1ccccc1CNc1ccc(-c2nc(-c3ccc(C)cc3)no2)cn1
  2 | -7
COc1ccc(CC(=O)NNC(=S)Nc2cccc(SC)c2)cc1OC
  -82 | ·
COc1c(C(C)C)cc(NC(C)=O)cc1C(C)C
  -3 | -1
COc1cccc(NC(=O)c2cccc(C)c2)c1
  7 | -5
COc1ccc(NC(=O)c2c(F)c(F)c(F)c(F)c2F)c(OC)c1
  1 | -5
COc1ccccc1C(=O)N1CCCC1COc1ccc(C(=O)N2CCOCC2)cc1 (stereo unspecified)
  20 | 5
CCCCOc1ccc(C(=O)Nc2c3c(nn2-c2ccc(OC)cc2)CS(=O)(=O)C3)cc1
  -7 | -1

Filtered by structure, the compounds so far with a cyano group (2)
Value order: Pf apPOL block | mHTT CaM bind
N#Cc1c(N=c2oc3ccc(Br)cc3cc2C(N)=O)sc2c1CCCC2
  1 | 0
CCc1c(C)c(C#N)c2nc3ccccc3n2c1N1CCN(CCO)CC1
  -3 | -1

High-throughput results deposited in PubChem by University of Kansas High Throughput Screening Laboratory.
